# GSK3beta inhib: human GSK3beta kinase inhibition | P49841 | GST-GSK3beta kinase, ADP-Glo luminescence, 60 min; hits give low values | activity score (negative = inhibition), % at 10 µM | 0.038% of 300,000 active | AID 2097;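 active = more than half of replicate wells score below -50%, meaning over 50% inhibition versus plate controls; inconclusive = some replicates but at most half score below -50%; inactive = no replicate scores below -50%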;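 note: 0% = median DMSO wells and -100% = median GW8510 positive control wells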
#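 Assay system: GST-tagged human GSK3beta kinase, cell-free; Input: 1.6 ng GSK3beta; Medium: Tris/MgCl2 kinase buffer; Timing: 60 min enzyme reaction, room temperature; Signal: ADP-Glo luminescence quantifying ADP generated by kinase; Evaluation: score relative to plate controls; Benchmarks: DMSO neutral wells and GW8510 at 20 µM as positive.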
# DYRK1A inh: blocks rat Dyrk1A kinase activity. Q63470. ADP-Glo luminescence, NFATc1 peptide. inhibition, % at 12.5 µM. 0.43% of 310,000 active; in the data active = inhibition above about 50%;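 note: plate controls were vehicle with enzyme for no effect and no enzyme for full effect; many of its hits are not listed in these tables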
# AI-2 QS modul: modulators of Vibrio harveyi AI-2 quorum sensing system. Vibrio harveyi JMH597 AI-2 luminescence/OD600 ratio, 9 h; hits give low values; strain lacks LuxN and CqsS sensors; 0 = neutral-control median. activity change, % at 7.5 µM. 0.4% of 300,000 active. AID 2094; in the data active = activity change below about -75%, passing the limit was not always enough; inconclusive = no clear call, values can overlap the other calls;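 note: luminescence divided by OD600 gain over 9 h not by final OD600 alone; inactives centre near 13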
# HDAC3 inh: human HDAC3 inhibition. recombinant HDAC3, fluorogenic peptide/trypsin coupled, fluorescence. inhibition, % at 8.3 µM. 0.15% of 320,000 active. AID 2718; in the data active = inhibition above about 26%, passing the limit was not always enough; inconclusive = no clear call, values can overlap the other calls
# Target sequence (O15379 whole entry, looked up): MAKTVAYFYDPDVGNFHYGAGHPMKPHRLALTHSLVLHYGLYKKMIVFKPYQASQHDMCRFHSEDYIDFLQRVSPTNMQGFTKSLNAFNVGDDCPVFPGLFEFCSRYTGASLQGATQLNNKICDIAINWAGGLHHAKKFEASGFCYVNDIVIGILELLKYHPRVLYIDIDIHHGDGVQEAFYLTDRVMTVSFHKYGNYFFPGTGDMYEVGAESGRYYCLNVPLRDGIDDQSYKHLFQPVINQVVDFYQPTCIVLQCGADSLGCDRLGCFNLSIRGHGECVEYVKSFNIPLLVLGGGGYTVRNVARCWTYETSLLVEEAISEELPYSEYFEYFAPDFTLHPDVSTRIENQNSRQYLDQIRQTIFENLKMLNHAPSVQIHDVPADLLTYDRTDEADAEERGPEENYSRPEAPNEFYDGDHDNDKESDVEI
# HSF1 inh: HSF1 inhibition; NIH3T3-HGL HSE-luciferase, MG132-induced, luminescence 8 h; hits give low values; 0.77% of 300,000 active; activity change, negative = inhibition, % at 7.5 µM (by protocol); AID 2098;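 active = more than half of replicate wells show activity change below -50%, luminescence cut by over half; inconclusive = some wells, but at most half, below -50%; inactive = no replicate well below -50%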;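 note: luciferase reports HSF-1 transcriptional activity via heat shock element; 0% = median of DMSO wells and -100% = zero luminescence signal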
# HSF1 activator: increases HSF-1 driven luciferase reporter signal; 1.7% of 300,000 active; activation, % at 9 µM; AID 504408; NIH3T3-HGL HSF-1 luciferase reporter, MG132, 8 h; 100% = twice DMSO control signal;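 active = mean replicate activation of at least 50% with a set share of replicates each reaching 50%; inconclusive = only one of those two conditions met; inactive = mean below 50% and too few replicates reaching it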;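 note: 0% = median of the neutral control wells and 100% = twice that signal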
# GSK3A inh: inhibitors of human GSK-3 alpha kinase. P49840. inhibition, % at 10 µM. 0.1% of 320,000 active. ADP-Glo luminescence, 60 min;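 in the data active = inhibition above about 50%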;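 note: GST-tagged GSK-3 alpha with peptide substrate and 25 µM ATP; 0% = DMSO neutral wells and 100% = GW8510 positive control wells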
# Target sequence (P49840 whole entry, looked up): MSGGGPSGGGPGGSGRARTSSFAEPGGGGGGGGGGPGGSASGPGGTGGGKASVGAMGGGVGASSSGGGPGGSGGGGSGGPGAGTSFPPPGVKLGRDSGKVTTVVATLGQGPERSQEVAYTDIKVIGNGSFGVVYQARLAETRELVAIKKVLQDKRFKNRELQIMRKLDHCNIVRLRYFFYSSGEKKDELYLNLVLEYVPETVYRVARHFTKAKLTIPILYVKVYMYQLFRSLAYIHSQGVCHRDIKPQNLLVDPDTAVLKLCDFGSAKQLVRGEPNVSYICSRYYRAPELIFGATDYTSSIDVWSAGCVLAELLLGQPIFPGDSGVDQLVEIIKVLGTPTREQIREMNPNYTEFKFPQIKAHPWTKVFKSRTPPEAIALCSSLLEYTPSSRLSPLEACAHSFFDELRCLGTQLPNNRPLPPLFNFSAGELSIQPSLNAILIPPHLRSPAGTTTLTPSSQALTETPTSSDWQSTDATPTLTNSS
# HSP90 inh: inhibitors of HSP90 luciferase refolding in rabbit reticulocyte lysate. 0.91% of 290,000 active. inhibition, % at 5.6 µM. luciferase refolding luminescence, 3 h. AID 1789;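 active = inhibition above the screen-wide mean plus 3 SD, computed separately per campaign, cut at about 16% in these data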;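 note: 0% = DMSO wells and 100% = 60 µM geldanamycin wells; inhibitors lower the luminescence because luciferase stays unfolded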
# Platelet DG rel: platelet dense granule release activity | human platelet-rich plasma, SFLLRN dense granule ATP release, luminescence | inhibition, %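 (compounds screened at 7.5 µM in platelet-rich plasma)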 | 0.22% of 300,000 active;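 active = mean replicate score, as percent of positive control, at or above 50; inconclusive = mean below 50 but at least one replicate at or above 50; inactive = mean and every replicate below 50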
# PolyA inh: inhibitors of polyadenylation in S. cerevisiae. S. cerevisiae SKY197-pL101 polyadenylation reporter, beta-gal luminescence; efflux-impaired pdr1/pdr3 knockout yeast; score 100 = 6 SD above DMSO. calls only at 12 µM. 0.02% of 300,000 active. AID 1875;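 active = lowest replicate activity score at least 50, where 100 means six control SD above control mean; inconclusive = lowest score under 50 but half or more replicates reach 50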;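 note: yeast exposed to compound for 9 h at 30 °C; higher score means more reporter readthrough which indicates perturbed polyadenylation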
# An asterisk follows results filed as active; i = inactive; ? = inconclusive; . = no result given; & = joins results of further samples. Only part of the results is shown (hit frequency here may not be typical).
SMILES,GSK3beta inhib,DYRK1A inh,AI-2 QS modul,HDAC3 inh,HSF1 inh,HSF1 activator,GSK3A inh,HSP90 inh,Platelet DG rel,PolyA inh
CCOC(=O)CC1=CSC2=NS(=O)(=O)CCN12,0,3,16,-4,-12,-26,3,2,12,i
Cc1noc(C)c1S(=O)(=O)Nc1cccc(CO)c1,0,-8,16,0,-7,-7,-3,-2,-22,i
O=C(NCCc1ccncc1)Nc1ccc(Cl)c(Cl)c1,0,-1,-29,1,43,?,4,0,-7,i
Cc1ccc(S(=O)(=O)NCc2ccc(C(=O)N3CCN(c4ccccc4)CC3)cc2)cc1,2,2,-2,2,3,3,-3,6,-2,i
CC(C)(C)NC(=O)NC(=O)CSc1ncc(C(F)(F)F)cc1Cl,0,-3,14,3,10,14,-3,2,-4,i
O=C(Nc1ccc([N+](=O)[O-])cc1)C1(c2ccccc2)CCOCC1,1,-7,29,0,?,-60,-3,-1,-12,i
O=C(COC(=O)CCC(=O)c1ccc2c(c1)OCCO2)NCc1ccc2c(c1)OCO2,-1,8,27,-4,10,43,-5,-3,2,i
Cc1ccnc(NC(=S)NC(=O)c2ccco2)c1,0,0,7,.,3,31,.,-3,-11,i
NC(=O)[C@H]1CC2(CC(c3cccc(NC(=O)COc4ccc(Cl)cc4)c3)=NO2)CN1C(=O)[C@H]1CCC(=O)N1 (some centres undefined),4,.,6,1,0,17,5,.,0,i
O=C(CN(C(=O)c1csnn1)c1ccc2c(c1)OCCO2)NCc1ccccc1,0,11,3,6,-4,3,-1,-2,-1,i
CC(=O)Nc1ccc(S(=O)(=O)N2CCN(Cc3csc(C)n3)CC2)cc1,2,-3,16,0,8,19,-1,-1,7,i
Cc1cc(C)n(-c2nnc(C)n2/N=C/c2ccccc2OCc2ccccc2Cl)n1,-1,6,7,4,9,20,.,0,10,i
CCCC(=Nc1ccc(N)cc1)C1=C(O)C(C(=O)OC)C(C)(C)CC1=O (centres undefined),-1,6,3,-2,-5,-7,4,-3,-2,i
CC(C)(C)c1cc(=O)n2c(C#N)c(C#N)nc2[nH]1,0,0,5,-39,-6,4,1,-4,5,i
O=C(NCc1ccccc1)C(=O)c1cn(CC(=O)N2CCOCC2)c2ccccc12,4,2,6,3,-7,-4,0,-2,1,i
Cc1cc(S(=O)(=O)Nc2ccc(C(=O)NCC(c3ccco3)N3CCCCC3)cc2)ccc1F (centres undefined),1,12,17,3,-1,7,-3,.,-15,i
O=c1[nH]nc2n1CCCCC2,0,-1,4,-5,-5,-19,0,-1,0,i
O/N=C/c1ccc(OCC(O)COc2ccc(/C=N/O)cc2)cc1,-5,8,-3,.,-5,-20,.,3,9,i
CCOc1cc2[nH]c(=O)n(CCCCCC(=O)NC3CCCC3)c(=O)c2cc1OCC,0,-7,37,-7,-1,11,-5,-3,1,i
CN(C)CCC(c1ccccc1)c1ccccn1 (centres undefined),9,6&3&4,9,-5&-7,-1,0,-3&-1,5,2,i
COc1ccc(NC(=O)c2ccc(-c3nn(C)c(=O)c4ccccc34)cc2)cc1C(N)=O,0,-8,17,4,-8,-7,-2,5,12,i
O=C(COC(=O)COc1ccccc1[N+](=O)[O-])Nc1ccccc1Br,-6,0,17,9,-3,1,1,0,-18,i
COc1ccc(N/N=C/c2c(C(=O)O)ccc3ccccc23)cc1,0,0,-4,.,-4,-9,-2,0,0,i
O=C(OCn1nnc2ccccc2c1=O)c1ccc(S(=O)(=O)N2CCOCC2)cc1,-3,-7,15,3,9,15,2,4,-2,i
CCN(CC)S(=O)(=O)c1ccc(C)c(NC(=O)Cc2ccc(S(=O)(=O)N3CCOCC3)s2)c1,-1,-4,-3,7,-1,-2,0,-5,0,i
CC(Sc1nc2c(c(=O)[nH]1)CCCC2)C(=O)Nc1ccccc1C#N (centres undefined),.,-11,.,-2,6,7,-1,0,6,i
COc1ccc(-c2cc(C(F)F)n3ncc(C(=O)Nc4cnn(Cc5ccccc5)c4)c3n2)cc1,-1,.,11,-3,-5,7,2,-3,-41,i
COc1ccc(NC(=S)N/N=C/c2cccn2Cc2ccc(F)cc2Cl)cc1,2,4,20,-4,.,.,-3,-3,.,.
S=C(NCC1CCCO1)Nc1ccc(Cl)cc1Cl (centres undefined),0,13,19,-4,12,12,-1,-6,-9,i
Cc1ccc(-c2ccc(C(=O)Nc3ccccc3)o2)c2ccccc12,0,7,2,-5,3,8,2,-1,-1,i
CCCC(=O)Nc1nnc(CC(=O)OCC)s1,0,-5,1,12,-6,3,0,2,-4,i
S=C(NC1CCCCC1)NC1CC2C=CC1C2 (centres undefined),0,-5,19,4,65,85*,6,-1,17,i
COc1ccc(NC(=O)CC(C(=O)O)C(C)c2ccccc2)cc1 (centres undefined),4,4,5,1,1,15,-1,-1,4,i
CN(C)/C=N/S(=O)(=O)c1ccc(Cl)c(Cl)c1,1,.,38,-1,1,-3,0,2,-2,i
CCc1cccc(NC(=O)CCSCCC(=O)Nc2cccc(CC)c2)c1,1,-6,8,-2,0,8,3,5,-2,i
O=C(C[n+]1cccc(O)c1)Nc1ccc(Br)cc1,4,1,5,6,-8,12,-3,0,-1,i
O=C(Cn1c(SCC(=O)NC2CCCC2)nnc1-c1ccncc1)Nc1ccc2c(c1)OCO2,.,8,.,-4,-3,-6,-1,2,-7,i
CC(CCCC(C)(C)O)NC(=O)c1ccc(OC2CCN(C(=O)C3CC3)CC2)cc1 (centres undefined),1,-2,15,-10,-5,-13,-1,1,-2,i
COC(=O)CSc1nc2cc(Cl)ccc2c(=O)n1C1CCCC1,-1,-3,28,3,-2,-5,-4,0,0,i
Cc1ccc(F)c(NC(=O)CCOc2ccccc2C)c1,-1,-4,?,5,-2,7,0,2,1,i

# Already shown: entries from further up.
SMILES,GSK3beta inhib,DYRK1A inh,AI-2 QS modul,HDAC3 inh,HSF1 inh,HSF1 activator,GSK3A inh,HSP90 inh,Platelet DG rel,PolyA inh
COc1ccc(NC(=O)c2ccc(-c3nn(C)c(=O)c4ccccc34)cc2)cc1C(N)=O,0,-8,17,4,-8,-7,-2,5,12,i
O=C(COC(=O)COc1ccccc1[N+](=O)[O-])Nc1ccccc1Br,-6,0,17,9,-3,1,1,0,-18,i

# Next records.
SMILES,GSK3beta inhib,DYRK1A inh,AI-2 QS modul,HDAC3 inh,HSF1 inh,HSF1 activator,GSK3A inh,HSP90 inh,Platelet DG rel,PolyA inh
CCOC(=O)CC1=CC(C)(CC(=O)OCC)C(C#N)(C#N)C(N)=C1C#N (centres undefined),3,4,2,8,4,11,3,1,5,i
COc1cccc(NC(=S)N2CCC(c3ccc(C)cc3)C2)c1 (centres undefined),-1,1,4,3,-11,-23,5,-1,5,i
COC(=O)c1sccc1NC(=S)Nc1ccc(F)cc1F,0,4,31,1,7,-1,-1,-1,4,i
O=C(COC(=O)c1ccccc1NC(=O)c1ccco1)NCc1ccc2c(c1)OCO2,2,2,26,-9,-8,1,0,0,1,i
NS(=O)(=O)c1ccc(NC(=O)CCC(=O)N2CCOCC2)cc1,1,2,17,-6,-4,6,0,-1,2,i
O=C(Sc1ccccc1)c1cccc(Cn2cc(C(F)(F)F)ccc2=O)c1,0,6,24,-11,-1,-5,-12,2,1,i
COC(=O)c1ccc(N)nc1,-22,0,23,-11,4,34,-1,1,1,i
COc1cccc(CCNC(=O)CCCC(=O)c2ccccc2)c1,-2,-4,12,1,1,-7,0,-1,-2,i
c1ccc(-n2c(-c3ccco3)nnc2-c2ccco2)cc1,-1,1,24,-18,0,0,-1,4,9,i
O=C(/C=C\c1ccc2c(c1)OCO2)NC1(C(=O)Nc2ccc3c(c2)OCO3)CCCCC1,2,-1,-3,6,4,24,0,1,-12,i
Nc1ccc(Nc2nc3ccccc3[nH]2)cc1,1,.,36,5,-2,2,-3,-2,14,i
Cc1nc2c(sc3nc4c(cc32)COC(C)(C)C4)c(=O)n1Cc1ccccc1,-1,7,19,0,16,17,-1,3,10,i
Cc1cc(/C=N/NC(=O)c2cccc(F)c2)c(C)n1-c1ccccc1,2,0,36,1,-17,-21,2,25*,4,i
Cc1sc2nc(COC(=O)c3ccc(N4CCCC(C)C4)c([N+](=O)[O-])c3)[nH]c(=O)c2c1C (centres undefined),4,-1,26,3,2,4,2,0,-33,i
Cc1cc(NC(=O)C(C)SCC(=O)N(Cc2ccccc2)c2ccccc2)no1 (centres undefined),0,11,22,1,8,4,-1,.,1,i
NC(=O)c1ccccc1Nc1nc2nc3ccccc3c(=O)n2cc1Br,3,.,19,2,0,28,1,6,-1,i
CCOC(=O)c1cc2ccccc2n1CC(=O)c1ccccc1,0,2,21,8,-3,13,-2,2,0,i
O=C(NN1C(=O)/C(=C/c2ccc(O)cc2)SC1=S)c1ccccc1O,9,1,85,11,5,11,-4,1,0,i
Cc1cccc(OCC(=O)N2CCN(C(=O)COc3ccc(Cl)cc3)CC2)c1,0,0,34,3,9,-3,-2,2,-3,i
COc1ccc(C(=O)c2c3ccc(OC)cc3[n+]([O-])n2CCCC(N)=O)cc1,-1,9,7,11,-4,-14,4,.,-2,i
O=C(c1ccccc1Cl)N1CCN(c2ncccn2)CC1,0,.,3,0,4,12,-1,.,2,i
CC(=O)C1C(c2ccc([N+](=O)[O-])cc2)c2c(noc2C)CC1(C)O (centres undefined),0,7,23,2,-9,-4,5,-5,5,i
Cc1cc(S(=O)(=O)N2CCCCC2CCNC(=O)C(=O)NCc2cccnc2)ccc1F (centres undefined),1,-1,19,.,-1,3,-3,.,5,i
Cc1ccc2c(c1)c(C)c(C)n2CC(O)CN1CCCCC1C (centres undefined),2,-11,15,-10,-7,-5,-5,0,-1,i
COC(=O)c1ccc(Nc2nc(C)cc(=O)[nH]2)cc1,0,1,25,?,-3,-3,-1,-1,-2,i
NC(=O)CC(NC(=O)Cc1ccc(Br)cc1)c1ccc(NC2CCCC2)c([N+](=O)[O-])c1 (centres undefined),4,5,6,-2,2,-20,0,.,-1,i
Cn1cc(S(=O)(=O)N2CCC3(CC2)OCCO3)c(=O)n(C)c1=O,0,-6,32,-2,2,7,0,3,9,i
O=C(CCl)Nc1cc2[nH]c(=O)[nH]c2cc1Br,2,4,29,-4,2,3,-5,2,30,i
O=C(NCCc1ccc(Cl)cc1)C1CCC(=O)N1Cc1ccc(F)cc1 (centres undefined),3,1,3,-9,0,8,-4,-2,12,i
Cc1nc(-c2ccc(S(=O)(=O)Oc3ccccc3Cl)s2)cs1,2,9,12,4,9,14,-2,5,22,i
Cc1cc(C)n(CC(O)COc2c(C)cccc2C)n1 (centres undefined),3,-3,10,5,12,-5,-1,4,-1,i
